Source: PubChem BioAssay
MEKK2 WT-MEK5: modulators of MEK5 binding to wildtype MEKK2, primary screen, biochemical, multiplex bead flow cytometry, Alexa488-MEK5; Alexa488-MEK5 binding to MEKK2 WT; actives lie on both sides; binding response (% of control), % at 10 µM; Mitogen-activated protein kinase kinase kinase 2 (Homo sapiens), Q9Y2U5; hit rate 1.1% among 290,000; AID 1531, 2009; in the data active means binding response below about 67% or above about 130%
PfM18AAP inh: PfM18AAP inhibitors, malaria aminopeptidase, primary screen, biochemical, QFRET, recombinant enzyme; hit rate 1.2% among 290,000; M18 aspartyl aminopeptidase (Plasmodium falciparum 3D7); H-Glu-NHMec fluorogenic cleavage; inhibition, % at 7.35 µM;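 active means inhibition above the campaign mean inhibition over all tested compounds plus 3 SD, cut at about 28% in these data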;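 further: 0% = plate median of test compound wells and 100% = 2 mM ZnCl2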
MEKK3 PB1 HTS: modulators of MEKK3-MEK5 PB1 binding, primary screen, biochemical, wildtype MEKK3, multiplex bead flow cytometry, Alexa488-MEK5 | Mitogen-activated protein kinase kinase kinase 3 (Homo sapiens), Q99759 | bead-based flow cytometry, Alexa488-MEK5 binding to MEKK3; actives lie on both sides; 0 = blocked by unlabeled MEK5, 100 = vehicle | binding response (% of control), % at 10 µM | hit rate 1.4% among 290,000;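 active means binding response more than 3 SD above or below the average of its plate-row segment, actives on both sides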;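 further: Alexa488 bead fluorescence after subtracting the streptavidin-only scavenger bead signal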
p-CIP stab down: p/CIP-EGFP fusion destabilizers, primary screen, fluorescence, F442A cells; Q05BA5; 16 h; decrease of EGFP signal, % at 10 µM; hit rate 0.01% among 290,000;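 active means EGFP signal decrease of at least 30% at 10 µM or well 3 SD below plate mean, unless failing retest; inactive means the rest, including hits failing retest or dose response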; further: some compounds called inactive have numbers as strong as hits; many of its hits are not listed in these tables
Target sequence (Q05BA5 1-1403): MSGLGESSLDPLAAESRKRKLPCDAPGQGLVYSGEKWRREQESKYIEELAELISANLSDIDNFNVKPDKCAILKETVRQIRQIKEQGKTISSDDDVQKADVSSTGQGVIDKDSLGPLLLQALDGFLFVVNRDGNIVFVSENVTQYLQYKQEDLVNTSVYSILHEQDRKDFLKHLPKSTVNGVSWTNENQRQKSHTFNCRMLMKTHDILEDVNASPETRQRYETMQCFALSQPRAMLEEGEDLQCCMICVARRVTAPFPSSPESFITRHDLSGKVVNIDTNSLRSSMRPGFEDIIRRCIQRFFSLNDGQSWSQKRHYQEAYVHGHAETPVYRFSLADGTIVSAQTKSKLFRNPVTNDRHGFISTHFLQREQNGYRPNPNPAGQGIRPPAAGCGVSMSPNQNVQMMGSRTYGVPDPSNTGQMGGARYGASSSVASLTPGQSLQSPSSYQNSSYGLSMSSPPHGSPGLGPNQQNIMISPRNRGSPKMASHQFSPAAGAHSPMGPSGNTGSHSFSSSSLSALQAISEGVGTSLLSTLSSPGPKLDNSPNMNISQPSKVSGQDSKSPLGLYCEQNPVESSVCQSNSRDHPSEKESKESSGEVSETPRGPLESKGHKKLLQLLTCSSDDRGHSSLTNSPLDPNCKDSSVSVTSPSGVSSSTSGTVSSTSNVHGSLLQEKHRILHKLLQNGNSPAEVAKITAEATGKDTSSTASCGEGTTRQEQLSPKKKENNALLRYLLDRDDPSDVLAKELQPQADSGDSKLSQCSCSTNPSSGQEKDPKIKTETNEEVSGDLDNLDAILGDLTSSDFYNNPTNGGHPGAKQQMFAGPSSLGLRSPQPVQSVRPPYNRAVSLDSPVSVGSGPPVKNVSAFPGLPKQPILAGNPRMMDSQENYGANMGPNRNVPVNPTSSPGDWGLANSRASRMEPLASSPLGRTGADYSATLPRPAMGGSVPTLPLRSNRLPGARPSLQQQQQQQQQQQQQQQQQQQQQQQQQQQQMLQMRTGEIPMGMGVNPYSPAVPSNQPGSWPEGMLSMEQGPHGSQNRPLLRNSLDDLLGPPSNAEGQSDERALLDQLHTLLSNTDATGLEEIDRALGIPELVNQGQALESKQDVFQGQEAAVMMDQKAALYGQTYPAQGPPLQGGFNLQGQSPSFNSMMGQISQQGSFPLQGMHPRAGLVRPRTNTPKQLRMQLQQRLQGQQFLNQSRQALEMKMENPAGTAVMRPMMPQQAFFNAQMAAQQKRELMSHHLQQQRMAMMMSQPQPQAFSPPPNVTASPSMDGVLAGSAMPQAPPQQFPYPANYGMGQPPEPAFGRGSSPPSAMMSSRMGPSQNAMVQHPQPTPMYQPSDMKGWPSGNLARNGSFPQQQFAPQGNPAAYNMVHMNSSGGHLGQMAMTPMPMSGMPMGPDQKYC
MEKK2mut PB1 HTS: MEK5 binding signal on mutant MEKK2 PB1, primary screen, biochemical, multiplex bead flow cytometry, Alexa488-MEK5; percent response, % at 10 µM; hit rate 0.35% among 290,000; Alexa488-MEK5 binding to MEKK2 mutant; in the data active means percent response above about 24%, passing the limit was not always enough; further: inactives centre near 1; some results filed as inactive read as strong as hits; reference of the scale not given here
SUMO HTRF inh: inhibitors of in vitro SUMOylation cascade, primary screen, biochemical, HTRF, uHTS; HTRF SUMOylation assay, SAE1/SAE2 + UBC9; SUMO-conjugating enzyme UBC9 (Homo sapiens), P63279; AID 2006, 2009; inhibition, % at 35 µM; hit rate 0.36% among 290,000; in the data active means inhibition above about 50%, passing the limit was not always enough; further: strong numbers were not always called active
IDE cell activ: human IDE activators in live cells, primary screen, fluorescence polarization, HEK cells, FAbeta-B substrate; Insulin-degrading enzyme (Homo sapiens), P14735; FAbeta-B cleavage; 0% vehicle, 100% cell-free pure enzyme wells; activation, % at 5.96 µM; hit rate 0.073% among 340,000; AID 493087, 2011;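 active means activation above the mean of all tested compounds plus 3 SD, set per screening campaign, cut at about 17% in these data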
NALP1 inh: NALP1 inflammasome inhibitors in reconstituted yeast, colorimetric, S. cerevisiae, triplicate retest; AID 2071, 2009; S. cerevisiae NALP1/ASC/caspase-1 growth, X-gal OD620, 72 h; hit rate 0.61% among 280,000; inhibition, % at 10 µM; in the data active means inhibition mostly above about 24%, no sharp cut-off; inactive means mostly below about 32%; further: some compounds called inactive have numbers as strong as hits
IDE inh: human IDE inhibitors in live cells, primary screen, fluorescence polarization, HEK cells, FAbetaB substrate; Insulin-degrading enzyme (Homo sapiens), P14735; FAbetaB cleavage; inhibition, % at 5.59 µM; hit rate 0.41% among 320,000; AID 434962, 2010;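 active means percent inhibition above the average of all tested compounds plus 3 SD, set per screening campaign, cut at about 16% in these data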;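 further: IDE supplied by intact live HEK cells; FP after avidin binding of uncleaved biotin substrate so inhibition keeps polarization high; 0% = DMSO wells and 100% = 60 µM reference IDE inhibitor Ii1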
* hit, by the source's call; x = not tested or not shown. The list is partial; count on the stated rates, not on these rows.

entry	smiles	MEKK2 WT-MEK5	SUMO HTRF inh	MEKK3 PB1 HTS	MEKK2mut PB1 HTS	p-CIP stab down	IDE cell activ	IDE inh	NALP1 inh	PfM18AAP inh
1	O=C(Nc1ccc2c(c1)OCO2)C1COc2ccccc2O1 (stereo unspecified)	97	18	97	0	0	3	1	14	5
2	O=C(CN(c1ccc2c(c1)OCCO2)S(=O)(=O)c1ccccc1)NCc1ccc(Cl)cc1	94	-14	94	-3	-1	2	5	30	0
3	O=Cc1c(Cl)nc2ccccn2c1=O	108	35	108	4	-16	1	4	x	-3
4	COC(=O)c1cc(S(=O)(=O)N2CCC(C(N)=O)CC2)oc1C	88	9	89	-17	-18	8	-8	8	-4
5	O=C(c1ccc2c(=O)n3c(nc2c1)CCCCC3)N1CCN(c2ccc([N+](=O)[O-])cc2)CC1	101	12	99	2	-10	-2	-1	4	-7
6	Cc1nc2cc(-c3cccc(F)c3)nn2c(C)c1CCC(=O)N1CCN(c2ccccn2)CC1	96	-12	95	-5	-2	6	-4	-5	x
7	NC(=O)[C@@H]1CCNc2c(I)cc([N+](=O)[O-])cc2C(=O)N[C@@H](CO)C(=O)N[C@@H](Cc2ccc(O)cc2)C(=O)N1	89	-20	92	-5	-10	x	x	7	1
8	Cc1ccc2nc(/C(C#N)=C/c3ccc(-c4cccc([N+](=O)[O-])c4)o3)[nH]c2c1	94	3	96	-3	-48	-14	3	27	-8
9	CCN(CC)CCCNC(=O)CCc1ccccc1	107	-6	102	0	2	8	-4	37	-5
10	C/C(=N\NC(=O)c1ccccc1)c1ccccc1F	91	-2	95	-3	3	6	1	17	1
11	CN1CCN(C(=O)NCC23CC4CC(CC(C4)C2)C3)CC1	101	26	99	3	-8	-1	-3	3	-3
12	CCOC(=O)c1sc(NC(C)=O)cc1C	103	-6	104	9	3	0	0	x	0
13	CCC(C)N=C1CC(C)(C)CC(=O)/C1=C(/O)Cc1ccccc1 (stereo unspecified)	91	9	91	-3	-2	7	8	17	-2
14	NC1=NC[C@@H](Cc2ccc(O)cc2)N1CCc1cccc2ccccc12	111	-3	99	6	6	0	-5	15	x
15	CC(=O)Nc1ccc(OCC(=O)NCCc2ccccc2)cc1	101	1	105	2	0	3	1	25	1
16	CCS(=O)(=O)c1ccc(C(=O)Nc2cccc(Cl)c2)c(Cl)c1Cl	94	20	88	-10	-2	5	-1	13	-4
17	O=C(NCCC(=O)N1CCC2(CC1)NCCc1[nH]cnc12)c1cccc(C(F)(F)F)c1	104	x	103	4	-17	0	-6	-6	-3
18	O=C(c1cncc(Br)c1)N1CCc2ccccc2C1	103	19	106	1	-5	2	-4	6	14
19	COc1ccc(OCCSc2nc(N)cc(=O)[nH]2)cc1	94	1	97	-6	-2	7	4	-6	-1
20	c1ccc2c(c1)nc(Nc1ccc3c(c1)OCO3)c1nnnn12	99	26	101	13	-1	3	2	-17	-2
21	COc1ccc(CNC(=O)[C@H](NC(=O)C2CCN(C(=O)[C@@H](N)CCSC)CC2)C(C)C)cc1	104	-4	103	5	11	9	4	10	-1
22	Cc1c(C(=O)Nc2ccccc2)sc2ncn(CC(=O)N3CCCCC3)c(=O)c12	96	4	100	6	-8	0	1	10	1
23	Cc1ccc(C)n1-c1ccc(C(=O)N2CCOCC2)cc1	103	12	98	2	-7	1	-5	20	-5
24	CN(C)c1ccc(CNC23CN4CN(CN(C4)C2)C3)cc1	104	-7	102	4	4	5	-1	33	7
25	CC(=O)Nc1ccc(OS(=O)(=O)c2ccc(Cl)cc2)cc1	95	8	104	0	-19	-1	3	4	9
26	CCOC(=O)c1cc(-c2ccccc2)sc1NC(=O)C(C)Sc1nnc(N)s1 (stereo unspecified)	122	-1	108	2	12	-3	1	27	-1
27	Cc1ccc(S(=O)(=O)Nc2cc(C)c(O)c(S(=O)(=O)c3ccc(C)cc3)c2)cc1	95	-4	99	-1	-10	4	-3	5	-16
28	O=C(CCN1C(=O)c2cccc3cccc(c23)C1=O)NCC1CCCO1 (stereo unspecified)	100	27	106	-2	-5	1	1	x	5
29	Cc1cc(C)cc(NC(=O)c2cnn(-c3ccccc3)c2C2CCNCC2)c1	95	16	88	-3	-9	4	-3	23*	-1
30	CCNC(=O)n1cc(-n2cncn2)c(-c2ccc(Cl)cc2)n1	86	12	94	-26	5	2	-2	-9	0
31	CCCCNc1ncnc2c1nnn2Cc1ccccc1Cl	107	11	107	8	7	-1	0	-10	-8
32	COc1cc(NC(=O)c2ccccc2F)c(OC)cc1NC(=O)CN1CCOCC1	93	14	101	-10	13	3	2	9	4
33	CCc1cc2c(cc3c(=O)n(CC(=O)NCCCN4CCCCCC4)nc(CC)n32)s1	123	13	100	9	3	-3	-2	0	10
34	CCC(Cc1ccccc1)NS(=O)(=O)c1csc(C(N)=O)c1 (stereo unspecified)	101	16	98	-1	-2	-3	0	24	-3
35	CC1=C/C(=C/N(C)C)C(=O)O1	102	12	110	0	1	-3	1	8	5
36	CCN=c1scc(C)n1/N=C/c1cc(Br)c(O)c(OC)c1	100	0	101	3	14	1	-4	1	35*
37	CCC1CCCCN1S(=O)(=O)c1ccc(S(=O)(=O)N(Cc2cccs2)C2CC2)cc1 (stereo unspecified)	85	-5	88	-2	1	-3	-1	11	-4
38	CC1=C(C(=O)N2CCCC(N3CCN(c4cccc(C(F)(F)F)c4)CC3)C2)OCCO1 (stereo unspecified)	108	1	103	7	2	4	4	-3	3
39	CCN1CCCC1CNC(=O)C(=O)Nc1cccc(OC)c1 (stereo unspecified)	93	-3	98	-2	-10	3	-6	24	-9
40	CCCCCC(=O)N/N=C(\C)c1ccc(N2CCCCC2)cc1	104	-3	102	1	-9	3	3	28	1
41	Cc1cc(=O)n2nc(N3CCC(C(=O)N4CCN(c5ccccc5)CC4)CC3)sc2n1	106	9	100	8	-5	-1	3	2	6
42	CCCCC1=CC2=CC(=O)C(C)(OC(=O)CC)C(=O)C2=CN1Cc1ccco1 (stereo unspecified)	88	12	88	1	-7	-4	0	x	x
43	CC(C(=O)NCCCn1ccnc1)(c1ccccc1)c1ccccc1	101	2	94	-4	-14	-1	1	4	2
44	Cc1ccc2oc(=O)c(/C=C(\O)c3ccccc3)nc2c1	90	-5	100	-1	17	5	1	4	26
45	Cc1cc(Cl)ccc1OCC(=O)NC1CCCC1	96	14	99	-1	-12	-2	5	18	0
46	Cc1cc(C)n2nc(CCCO)nc2n1	x	16	x	x	5	3	1	-4	-3
47	CC(C)N(C)Cc1nnnn1CC(=O)NCCc1cccc(C(F)(F)F)c1	108	13	105	7	0	-1	1	6	-6
48	ONC(=Nc1ccccc1)c1ccc(Cl)cc1	106	-15	109	3	4	-2	0	43	15
49	COCCCNC(=O)c1c(NC(=O)c2cccs2)sc2c1CCCC2	111	10	107	2	-16	10	-1	6	0
50	COc1ccc(N2C(=O)CC(N3CCN(c4nc5ccccc5s4)CC3)C2=O)cc1 (stereo unspecified)	109	4	111	0	-8	-4	11	-72	0

The list continues:
entry	smiles	MEKK2 WT-MEK5	SUMO HTRF inh	MEKK3 PB1 HTS	MEKK2mut PB1 HTS	p-CIP stab down	IDE cell activ	IDE inh	NALP1 inh	PfM18AAP inh
51	O=C(O)c1cc(S(=O)(=O)N2CCOCC2)ccc1N1CCCCC1	99	12	103	-4	-4	6	1	-6	-7
52	Cc1csc(OCC(=O)Nc2ccc(C)c(C)c2)n1	100	-3	105	2	-18	2	0	-8	2
53	CC(C)NC(=O)COC(=O)c1ccc(Cl)c(S(N)(=O)=O)c1	103	-5	93	0	-3	3	1	-2	-5
54	CC(C)N(CCCNC(=O)c1ccc(CS(=O)(=O)c2c(Cl)cccc2Cl)o1)Cc1ccccc1	109	x	100	2	-8	6	1	8	1
55	CCC(C(=O)Nc1ccc(C(=O)N2CCCC2)cc1)c1ccccc1 (stereo unspecified)	82	6	93	-14	2	-3	4	1	-13
56	CC1CCCC(C)N1NC(=S)Nc1ccc(OC(F)F)cc1 (stereo unspecified)	98	-22	97	-2	-2	4	1	18	-6
57	COc1cc(S(=O)(=O)N2CCN3CCCC3C2)ccc1-n1cnnn1 (stereo unspecified)	97	5	101	-1	-3	4	5	20	-15
58	CC(C)COC(=O)/C(C#N)=C/c1cn(Cc2ccccc2)c2ccccc12	99	-11	99	-2	0	11	-5	17	-6
59	Cc1onc(-c2ccccc2)c1C(=O)c1ccccc1	102	5	103	1	-4	5	-4	9	1
60	Cc1cccc(CN2CCC(C(=O)Nc3ccc(Oc4cccnc4)cc3)CC2)c1	116	2	105	7	2	4	-4	18	-2
61	CCOc1ccc(C(=O)NCc2cccnc2)cc1	105	15	102	4	0	2	7	29	-1
62	Cn1cnnc1SCC(=O)Nc1ccc2nc(SCc3ccccc3)sc2c1	110	-9	105	9	1	0	1	14	-8
63	COc1ccc(Nc2nc(N(C)c3ccccc3)nc(N)c2[N+](=O)[O-])cc1	105	-16	108	3	-13	-3	-5	6	-1
64	CCOc1ccc2[nH]c(=O)c(CN(Cc3ccccc3)C(=O)N3CCCC3)cc2c1	97	-5	102	2	-2	2	0	24	4
65	O=C(NCc1cccnc1)c1ccc(N2CCOCC2)c([N+](=O)[O-])c1	96	-13	97	-2	16	3	-2	14	-3
66	COc1cccc(-c2coc3c(C)c4oc(=O)c(CCC(=O)O)c(C)c4cc23)c1	99	22	100	1	-22	-3	5	13	8
67	Cc1nc(N2CCOCC2)c2c(C)c(C(=O)Nc3ccc(F)cc3F)sc2n1	100	3	103	-2	-6	-7	1	15	6
68	CCOC(=O)c1cc(C(C)=O)c(=O)n(C)c1N	109	32	103	1	-9	-1	8	-3	1
69	Cc1ccc(C)c(N(C)C(=O)CCS(=O)(=O)c2cccc3nonc23)c1	95	-5	97	-6	6	3	-3	18	-6
70	O=C(CCCC(=O)OCC(F)(F)C(F)F)Nc1ccccc1F	92	0	98	-6	-8	3	3	18	0
71	COc1ccccc1N(CC(=O)NC1CCCCC1)S(=O)(=O)c1cccs1	106	-22	105	3	-1	8	-1	x	-1
72	CC(=O)c1cccc(-n2nnnc2SCC(=O)Nc2ccccc2N2CCCCC2)c1	95	-10	98	-5	-4	2	10	4	2
73	Fc1ccc(-c2cc(-c3ccccc3)nc(-n3cccn3)n2)cc1	96	-7	85	-5	-4	-2	-1	-9	10
74	COc1ccc2oc(=O)c(C(=O)OCc3ccccc3)cc2c1	104	42	108	3	0	-1	0	13	7
75	CC(C)CN1C(=S)SC(C)(C)C1n1oc(=O)n(-c2ccc(Cl)cc2)c1=O (stereo unspecified)	96	-20	101	0	0	6	1	46	-3
76	CC12CCC(C(=O)Nc3nc4ccccc4s3)(OC1=O)C2(C)C (stereo unspecified)	103	12	108	-1	-11	3	0	-2	6
77	CCN(CC)c1ccc(C(=O)N/N=C/c2ccccc2OC(F)F)cc1	92	3	94	-3	-10	-6	0	1	-5
